# High-throughput results: PubChem BioAssay, several laboratories
# HIF-2a block: blocks HIF-2a reporter activity. 360,000 tested, 0.72% active. 786-0 RCC cells HIF-2a reporter, luciferase luminescence, overnight. inhibition, % at 18.8 µM;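 active = inhibition of the luminescence signal of 40% or more relative to plate controls, in a single-dose primary screen at 18.75 µM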
# TRPM1 prom inh: MITF TRPM1 promoter inhibition in SK-MEL-5 cells; SK-MEL-5 TRPM1 promoter luciferase, 24 h; inhibition, % at 12.5 µM; 330,000 tested, 0.83% active;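 active = mean inhibition across replicates of 60% or more, whatever share of single replicates reaches that level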; note: values of inactives mirror those of a sister screen read the other way
# CaV13 FRET inh: Primary screen for inhibitors of IQ motif and Ca2+-dependent inactivation inhibitor domain binding in CACNA1D, Förster resonance energy transfer in living cells, …; 340,000 tested, 0.098% active; HEK cells, CFP/YFP FRET ICDI-IQ, plate reader, 10 min; percent FRET-ratio fall versus neutral wells; inhibition, % at 12.3 µM;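 active = mean replicate inhibition of at least 30% and at least 1% of replicates passing that level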;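 note: 0% = median of the neutral control wells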
# H9c2 protect: modulators protecting cardiomyocytes from myocardial damage; H9c2 cardiomyocytes, H2O2 injury protection, ATPLite, 2 h; protection from H2O2 cell death, % at 20 µM; 360,000 tested, 0.63% active;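 active = compounds giving at least 50% protection of heart cells from peroxide-induced death in the single-dose screen, raw or plate-pattern-corrected value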;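 note: 0% = DMSO wells with peroxide and 100% = DMSO wells without peroxide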
# Peg3 promoter: Peg3 promoter activity inhibition | HeLa PEG-Prom luciferase reporter, luminescence, overnight | inhibition, % at 20 µM | 360,000 tested, 1.7% active;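 active = inhibition of at least 50% at 20 µM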
# Shn3 inh set2: reduces Shn3 3'UTR luciferase signal in osteoblasts. AID 588674. inhibition, % at 12.5 µM. 360,000 tested, 0.52% active. Clone20 osteoblast Shn3 3'UTR firefly luciferase, 24 h;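 active = mean inhibition of at least 75% with every replicate also reaching 75%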;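 note: 0% = median of neutral control wells and 100% = pilot-screen positive control compound; some compounds past the cut are filed as inactive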
# PDI inh: blocks human protein disulfide isomerase activity. P07237. PDI insulin aggregation turbidity, A650, 90 min. inhibition, % at 10 µM. 350,000 tested, 0.052% active. AID 588391;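 active = mean inhibition across replicates of 30% or more, whatever share of single replicates reach that level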;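 note: absorbance from insulin aggregation driven by PDI reduction with DTT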
# NR2E3 ag-1: activates human photoreceptor nuclear receptor NR2E3; 320,000 tested, 0.12% active; Q9Y5X4; AID 2300; inhibition of corepressor binding, % at 4.78 µM; GST-NR2E3/biotin-RetCOR TR-FRET, 1536-well;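 active = percent inhibition above the cutoff of mean plus 3 SD of all tested compounds, set per screening campaign, cut at about 20% in these data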;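 note: 0% = DMSO wells and 100% = biotin wells as full block of FRET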
# Target sequence (Q9Y5X4 whole entry, looked up): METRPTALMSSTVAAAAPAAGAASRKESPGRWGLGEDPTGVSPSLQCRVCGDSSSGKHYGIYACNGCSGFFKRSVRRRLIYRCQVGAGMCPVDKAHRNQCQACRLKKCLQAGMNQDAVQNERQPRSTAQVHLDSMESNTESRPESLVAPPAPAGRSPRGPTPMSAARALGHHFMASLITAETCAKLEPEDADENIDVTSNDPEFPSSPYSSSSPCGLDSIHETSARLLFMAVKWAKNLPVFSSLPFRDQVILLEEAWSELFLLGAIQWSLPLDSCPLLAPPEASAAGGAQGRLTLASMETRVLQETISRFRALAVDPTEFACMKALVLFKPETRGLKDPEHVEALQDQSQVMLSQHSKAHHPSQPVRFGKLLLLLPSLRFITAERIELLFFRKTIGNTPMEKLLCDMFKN
#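 Format: 1536-well format; test system: GST-NR2E3 and biotin-RetCOR proteins; read-out basis: percent inhibition of TR-FRET ratio; timing: 5 h incubation at 4 °C; detection: time-resolved FRET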
# hiPSC survival: hiPSC single-cell survival enhancement. AID 602274. ATPlite luminescence; 100% = ROCK inhibitor wells, 0% = DMSO. 360,000 tested, 0.044% active. survival enhancement, % at 20 µM; in the data active = survival enhancement above about 18%;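 note: cells exposed to compounds for 16 hours before the ATP read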
# HTR2A ag: mouse HTR2A agonism via beta-arrestin recruitment | P35363 | CHO-K1 mHTR2A beta-arrestin complementation, luminescence; percent of 30 µM serotonin response | activation, % at 7.6 µM | 360,000 tested, 0.66% active;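 active = activation above a run cutoff, the mean activation of all tested compounds plus 3 SD, cut at about 14% in these data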;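 note: 0% = plate median of compound wells and 100% = 30 µM serotonin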
# Target sequence (P35363 whole entry, looked up): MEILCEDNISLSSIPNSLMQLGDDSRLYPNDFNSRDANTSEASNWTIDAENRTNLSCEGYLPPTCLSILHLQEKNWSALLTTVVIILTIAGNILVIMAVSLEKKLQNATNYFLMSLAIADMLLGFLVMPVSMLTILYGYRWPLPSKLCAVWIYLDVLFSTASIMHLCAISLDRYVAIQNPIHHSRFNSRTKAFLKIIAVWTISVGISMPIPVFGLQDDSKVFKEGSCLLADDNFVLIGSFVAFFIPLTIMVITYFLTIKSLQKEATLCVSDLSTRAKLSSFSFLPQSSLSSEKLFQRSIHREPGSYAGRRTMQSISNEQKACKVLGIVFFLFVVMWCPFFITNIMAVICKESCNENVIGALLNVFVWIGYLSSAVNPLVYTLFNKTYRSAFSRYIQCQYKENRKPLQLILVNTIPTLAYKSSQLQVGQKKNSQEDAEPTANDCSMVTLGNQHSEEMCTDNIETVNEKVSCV
# NR2E3 ag-2: human photoreceptor-specific nuclear receptor agonism; Q9Y5X4; CHO-S Gal4-NCOR/VP16-NR2E3 two-hybrid, luciferase; inhibition of corepressor binding, % at 3.98 µM; 360,000 tested, 0.35% active; AID 602229;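 active = inhibition above the mean of all tested compounds plus 3 SD, cut at about 70% in these data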;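 note: 0% = DMSO with NR2E3 transfected cells and 100% = cells lacking NR2E3 construct; higher means lower luciferase signal from less NR2E3 corepressor binding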
# Numbers without * were called inactive; . = no result given. An unsorted share of the library. About 3.9% of those tested had a hit in this group.
SMILES,HIF-2a block,TRPM1 prom inh,CaV13 FRET inh,H9c2 protect,Peg3 promoter,Shn3 inh set2,PDI inh,NR2E3 ag-1,hiPSC survival,HTR2A ag,NR2E3 ag-2
O=C1NC[C@H](Cc2ccc(O)cc2)N(C[C@@H]2CCCN2C[C@H](Cc2ccc(O)cc2)N2C[C@H](Cc3ccccc3)N(CC3CCCCCC3)C(=O)C2=O)C1=O,8.1,.,-6.2,.,.,.,.,.,0.5,-4.3,8.9
COc1ccc(NC(=O)COC(=O)/C=C/c2cccs2)c(OC)c1,4.7,3.4,-1.9,-3.1,-5.0,-9.5,-2.3,0.0,5.3,0.5,-10.9
COc1cccc(NC(=O)CN2CCC(C)CC2)c1,-95.4,-22.9,-4.5,2.3,-91.4,-27.5,-4.1,-0.8,3.0,4.3,-24.0
O=Cc1c(N2CCN(CCO)CC2)nc2ccccn2c1=O,5.5,-5.6,-6.7,0.6,1.5,5.9,8.1,2.5,-0.1,-3.1,-1.5
Cc1ccc(C(=O)NN2C(=O)c3ccc(S(=O)(=O)c4ccc(C(=O)O)cc4)cc3C2=O)cc1,2.0,-0.9,-4.3,-2.3,6.7,-4.8,-0.1,4.9,-1.1,-2.6,-33.4
COc1cc(OC)cc(-c2c(-c3cccs3)c3cc(-c4ccc5c(c4)OCCO5)ccc3n2C)c1,5.8,1.9,-11.0,-1.5,-7.1,9.3,-11.9,1.9,5.8,6.3,17.8
Cc1cc(OCCn2ccnc2)cc(C)c1Cl,0.0,11.9,-2.7,-4.8,21.5,-4.0,-3.9,1.4,-0.6,-3.1,-32.5
Cc1cc(C)c(C#N)c(SCC(=O)C(C)(C)C)n1,-23.0,-6.2,-2.0,4.1,-26.3,-6.2,11.3,-0.2,-0.6,2.3,-18.3
Cc1nnsc1C(=O)NNc1ccc(C(C)(C)C)cc1,20.2,-2.2,-19.9,-9.8,-30.3,.,-9.7,-2.1,0.0,2.4,-3.5
Cc1ccc(NC(=O)CSCC(=O)Nc2sccc2C#N)cc1,-6.7,5.1,-5.4,-11.0,2.6,1.7,5.7,-1.4,0.0,4.1,-38.4
CCCOC(=O)C1[C@H]2C(=O)N(Cc3ccco3)C[C@]23C=C[C@H]1O3 (some centres undefined),13.2,-7.8,-3.7,-0.6,6.3,-3.0,9.7,0.7,0.2,-2.4,-35.4
COc1cc(C(=O)Nc2ccc(C(=O)c3cccs3)cc2)cc(OC)c1OC,9.0,7.1,-6.2,1.4,9.1,27.4,-3.6,-1.7,-0.2,-5.4,9.7
COc1ccc(-c2csc(Nc3ccc(Oc4ccccc4)cc3)n2)cc1,-32.1,.,-4.3,-10.0,-21.3,6.2,.,.,0.7,-5.8,1.9
Cc1c(C)n(C(=O)CN2CCC(C)CC2)c2ccccc12,7.4,4.6,-2.3,-5.5,-1.3,-26.0,5.5,4.8,-3.0,-5.9,-4.5
COc1cccc(NC2=CC(=O)CC(C)(C)C2)c1,-26.1,5.6,-7.1,-0.4,12.4,5.4,8.1,1.4,1.9,-5.5,-4.0
C#CCOCCOCCOCCNc1nc(N2CCN(C(=O)CCCCCCCCCCNC(=O)[C@H]([C@@H](C)CC)n3cc(CCCCN=C(N)N)nn3)CC2)nc(N2CCN(C(=O)CCCCCCCCCCNC(=O)[C@H](CO)n3cc(CCCCCN)nn3)CC2)n1,0.1,85.2*,.,-0.9,27.7,29.0,4.3,4.5,-3.0,2.1,-10.6
CCOc1ncccc1C(=O)OCC(=O)c1cc(OC)ccc1OC,7.5,4.9,1.0,1.3,17.4,-6.8,0.8,0.6,1.1,6.1,-25.8
O=C(NCCO)c1c(-c2ccc3c(c2)OCO3)noc1-c1ccsc1,-1.1,-0.3,-8.7,-0.9,3.6,-5.2,-2.4,.,1.8,11.5,-37.4
Fc1ccc(CSc2nc3ccccc3[nH]2)c2ccccc12,-112.5,-5.5,-0.8,-23.9,-87.8,-4.9,-0.2,0.0,-3.4,-3.6,-74.2
OC(c1ccccc1)c1nc(-c2cnc3ccccc3c2)cs1 (centres undefined),-226.9,.,-8.6,-12.9,-331.7,-85.3,4.0,.,-3.7,-2.4,-131.8
Cc1cc(=S)nc(-c2ccccn2)[nH]1,15.5,16.3,-4.1,14.8,11.6,1.9,9.9,0.9,-0.5,9.3,76.1*
O=C(NCc1ccccc1)OCCN1CCN(Cc2ccccc2)CCC1=O,10.3,-2.3,-11.2,-4.9,19.6,5.2,-8.2,3.5,1.9,-1.5,-8.7
COc1cc(OC)cc(C(=O)Nc2ccc(-c3nc4ccccc4o3)c(O)c2)c1,-183.4,-51.2,.,21.4,-124.7,-40.1,11.3,-1.5,-0.6,4.0,-98.9
CC(C)(C)C(=O)Nc1ccc(-c2cnco2)cc1,-112.4,-43.2,12.0,2.1,-89.6,-34.4,-7.4,2.4,-0.4,-0.2,-66.8
COc1cc(NC(=O)C2CCCN2S(=O)(=O)c2cccc3cccnc23)cc(OC)c1OC (centres undefined),9.8,-4.8,-4.0,6.7,12.8,15.8,-3.7,1.9,-1.6,-2.5,-8.9
# Following part:
SMILES,HIF-2a block,TRPM1 prom inh,CaV13 FRET inh,H9c2 protect,Peg3 promoter,Shn3 inh set2,PDI inh,NR2E3 ag-1,hiPSC survival,HTR2A ag,NR2E3 ag-2
Cc1ccc(C(=O)NCCNS(C)(=O)=O)cc1,-13.1,-16.9,-16.4,1.9,-6.7,9.0,1.1,2.1,1.1,1.7,20.0
O=c1cc(Cl)nc2ccccn12,6.0,-3.0,-6.0,2.1,-3.5,-11.3,4.9,.,4.7,0.3,-29.4
Cc1cc(CCN2CCC(=O)NC2=O)ccc1OC(C)C,-19.7,10.1,-9.8,0.4,-26.4,-4.0,-1.5,1.5,-0.5,3.9,-4.2
Cc1c(Br)c([N+](=O)[O-])nn1CC(=O)NCc1cccs1,8.2,-12.9,-4.5,-0.9,-8.2,-0.2,12.5,0.0,-0.5,-2.5,-0.3
Cc1cccc(-c2nnc(SCC#N)n2Cc2ccccc2)c1,15.0,0.7,-5.0,-5.4,14.8,-5.1,-7.1,1.7,10.3,-0.7,14.5
CN(C)c1ccc(C(=O)Nc2nnc(-c3ccc(Cl)cc3)o2)cc1,-7.6,-2.5,-5.2,53.1*,19.9,5.8,0.3,-9.2,-0.1,-4.7,-11.2
Cc1onc(-c2c(Cl)cccc2Cl)c1-c1nc2cc(Cl)ccc2c(=O)o1,5.0,.,-4.7,-4.0,11.1,-3.2,-2.4,.,-0.3,-2.8,-11.2
Nc1ccc2oc(-c3ccccc3Cl)cc(=O)c2c1O,-376.1,-23.8,-6.1,-3.3,-422.7,-151.1,1.7,1.2,-1.9,-2.5,-76.3
Cc1nn(-c2ccccc2)c(C)c1NC(=O)COC(=O)c1ccc(Cl)c(S(N)(=O)=O)c1,4.7,-18.5,-3.5,6.8,-6.2,-0.8,0.3,-0.6,0.1,-1.5,3.2
CCOC(=O)c1sc(C)c2c1NC(c1ccc(N(C)C)cc1)NC2=O (centres undefined),3.7,-1.2,.,3.1,11.5,1.3,5.4,2.8,-1.2,9.7,-29.1
O=C(Cn1cc([N+](=O)[O-])nc1[N+](=O)[O-])N1CCN(c2ccccc2)CC1,-0.1,57.9,-5.5,3.9,0.6,6.7,1.8,-2.8,-1.0,-2.1,-16.9
N#Cc1ccc(/C=N/NC(=O)c2cc(-c3cccs3)nc3ccccc23)cc1,-74.3,7.7,-5.1,-5.6,-52.8,-23.6,3.5,-3.9,-3.1,-3.2,-12.7
COc1cc(/C=N/Nc2nc3ccccc3[nH]2)cc(Br)c1OCC(=O)N(C)C,-20.8,-8.2,2.7,11.1,-3.0,4.4,-3.6,-0.3,0.7,-5.1,-41.2
CCOc1ccc(CNC(=O)CCSCc2ccccc2F)cc1OC,20.0,-4.5,-2.6,-5.0,9.8,0.0,5.2,-2.4,0.1,8.5,-3.4
CCOc1ccccc1NC1c2ccccc2C(=O)N1Cc1ccco1 (centres undefined),18.2,.,-3.0,9.2,23.2,-49.0,.,3.3,0.6,-5.7,-12.6
CCCCn1ccnc1C(=O)c1cccc(S(=O)(=O)N2c3ccccc3CC2C)c1 (centres undefined),23.4,9.4,-5.2,-28.0,27.9,67.1,-10.5,-3.1,-0.9,-5.0,-2.8
CCOC(=O)c1ccc(C(=O)NNC(=O)C2CC=CCC2)cc1 (centres undefined),-11.7,.,-2.6,-0.8,-20.1,4.9,2.8,5.7,-0.4,6.2,-6.1
COc1ccc(CNC(=O)COC(=O)CN2C(=O)C(C)Oc3ccc(C)cc32)cc1 (centres undefined),4.4,1.2,-7.6,-5.9,5.4,-29.9,-11.4,2.9,-0.5,-1.4,-28.9
Cc1ccc(OCC(=O)NC(=S)Nc2ccc3c4c(cccc24)CC3)cc1,2.3,7.1,-3.0,-7.2,1.1,-15.2,-6.0,5.7,1.0,-3.5,-8.9
O=C(OC1CCOC1=O)c1ccc(NS(=O)(=O)c2cccs2)cc1 (centres undefined),5.9,10.1,-5.9,8.2,-0.2,-10.3,-6.6,-1.4,-0.1,-2.0,-8.8
O=C(CSc1nc2c(c(=O)n1-c1ccccc1)SCC2)NCC1CCCO1 (centres undefined),16.6,-7.5,-7.0,-2.8,2.3,0.5,8.2,2.5,-0.5,3.7,11.1
CC(=O)N1CCN(c2cc(N3CCc4ccccc4C3)c(F)cc2[N+](=O)[O-])CC1,4.3,-8.1,-5.0,17.4,19.6,12.3,7.9,0.4,-4.1,-1.8,6.5
CC(C)c1ccc(NC2CCCN(C(=O)CCN3CCCCO3)C2)cc1 (centres undefined),-5.2,1.8,-6.8,-2.9,15.3,-9.9,6.9,0.5,0.5,-11.4,-9.6
COc1nc(NCCc2ccc(OC)c(OC)c2)nc(Nc2ccccc2)n1,-107.6,-24.8,-4.3,16.7,-32.6,-13.1,12.9,1.6,0.2,-1.5,18.1
CCC(C)(C)C1CCc2[nH]nc(C(=O)NC3CCCCC3)c2C1 (centres undefined),-217.1,-34.8,-9.5,-2.5,-156.0,-40.3,-1.8,2.0,-2.1,1.4,-58.3

# 4 entries drawn at random from those above, as already listed:
SMILES,HIF-2a block,TRPM1 prom inh,CaV13 FRET inh,H9c2 protect,Peg3 promoter,Shn3 inh set2,PDI inh,NR2E3 ag-1,hiPSC survival,HTR2A ag,NR2E3 ag-2
N#Cc1ccc(/C=N/NC(=O)c2cc(-c3cccs3)nc3ccccc23)cc1,-74.3,7.7,-5.1,-5.6,-52.8,-23.6,3.5,-3.9,-3.1,-3.2,-12.7
CCCCn1ccnc1C(=O)c1cccc(S(=O)(=O)N2c3ccccc3CC2C)c1 (centres undefined),23.4,9.4,-5.2,-28.0,27.9,67.1,-10.5,-3.1,-0.9,-5.0,-2.8
Cc1c(Br)c([N+](=O)[O-])nn1CC(=O)NCc1cccs1,8.2,-12.9,-4.5,-0.9,-8.2,-0.2,12.5,0.0,-0.5,-2.5,-0.3
CC(=O)N1CCN(c2cc(N3CCc4ccccc4C3)c(F)cc2[N+](=O)[O-])CC1,4.3,-8.1,-5.0,17.4,19.6,12.3,7.9,0.4,-4.1,-1.8,6.5
